From PubChem BioAssay
H9c2 TAG inh = inhibitors of triacylglycerol accumulation | H9c2 cells, Nile Red lipid (TAG) fluorescence; cells loaded with 200 µM oleic acid | inhibition, % at 12.5 µM | 230,000 compounds, 0.66% hits;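 active = pattern-corrected inhibition of lipid staining of at least 50% with the nuclear-stain viability signal not falling by more than 50%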;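 note: 0% = DMSO wells and 100% = triacsin C control wells; some results filed as inactive read as strong as hits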
H9c2 TAG inh DAPI viability = further read-out of H9c2 TAG inh, marked with its call; DAPI nuclei signal change (viability), lower = more cytotoxic, %;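 whole-well DAPI fluorescence read on a plate reader as a viability signal; minus 50 percent equals half of cells still viable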
* hit, by the source's call.

Screens in order: H9c2 TAG inh | H9c2 TAG inh DAPI viability
CC(C)(C)C(=O)N1N=C(c2ccc(NS(C)(=O)=O)cc2)CC1c1cccs1 (stereo not given)
  7 | 4
Cc1ccc(C2=NC(C)(C)N=C2SCC(=O)Nc2ccc(Cl)cc2)cc1
  -23 | -4
O=C(NCc1ccco1)c1ccc2c(c1)OCCO2
  -14 | -1
COc1cccc(CNc2ccc3[nH]c(=O)[nH]c3c2)c1OCc1ccc(F)cc1
  0 | 3
CCOC(=O)c1c(CN2CCN(C)CC2)oc2ccc(O)cc12
  -1 | -4
COc1ccccc1NC(=O)NCCN1C(=O)C2C3C=CC(C3)C2C1=O (stereo not given)
  -1 | -12
S=c1nc(C2CCCCC2)n(-c2ccccc2)[nH]1
  8 | -7
COC(=O)C1=C(C)Nc2nnnn2C1c1ccccc1Cl (stereo not given)
  2 | -1
COc1cc(OC)c2ccc(=O)oc2c1C(CCN1CCOCC1)c1ccc2c(c1)OCO2 (stereo not given)
  1 | 17
CCCCn1c(N)c(N(CCOC)C(=O)c2cc(-c3ccc(OC)cc3)nc3ccccc23)c(=O)[nH]c1=O
  -2 | -3
O=C(/C=C/c1ccco1)NCC(=O)N/N=C/c1ccccc1[N+](=O)[O-]
  -8 | 2
Cc1cccc(NC(=O)CN2C(=O)CSC2=O)c1
  14 | -7
COc1ccc(Nc2nnc(C)c(=O)[nH]2)c(OC)c1
  11 | -7
COC(=O)c1cc(Br)ccc1NC(=O)CSCc1c(C)noc1C
  -8 | 2
CC(C)Nc1nc(C#N)nc(NC(C)C)n1
  1 | -6
COc1ccccc1NC(=O)Cn1cnc2c(cnn2-c2ccccc2)c1=O
  12 | 0
O=C(CCC1CCCCC1)NCCN1C2=NC[C@H](Cc3ccc(O)cc3)N2C[C@H]1Cc1ccc(O)cc1
  -1 | 12
Clc1ccc(C(c2cccs2)N2CCNCC2)cc1 (stereo not given)
  28 | -17
Cc1ccc(C2=C(O)C(=O)C(c3ccc(C)cc3)=C(O)C2=O)cc1
  1 | -11
CCCn1nnc(NC(=O)c2ccc(-c3cccc(Cl)c3)o2)n1
  -8 | -2
COc1ccc(-c2nc3ccccc3nc2-c2ccccc2)cc1
  3 | 3
COc1ccc(C(=O)C[n+]2ccc(N(C)C)cc2)cc1
  -11 | 7
C[C@H]1CCCCO[C@H](CN(C)Cc2ccccc2)[C@@H](C)CN([C@@H](C)CO)C(=O)c2cc(NC(=O)CCC(F)(F)F)ccc2O1
  15 | 0
CCOc1ccc2oc(C(=O)OCC(=O)NCc3ccc(OC)cc3)c(C)c2c1
  9 | 5
COC(=O)c1ccc(/C=N\n2c(C)nnc2C)cc1
  28 | -5
Cc1ccc(CN2CCN(/N=C/c3cccn3C)CC2)c(C)c1
  5 | 6
CCCn1c(N)c(C(c2ccc(C(=O)OC)cc2)N2CCN(c3ccccc3)CC2)c(=O)[nH]c1=O (stereo not given)
  -4 | -6
CCCCn1c(N)c(N(CC(C)C)C(=O)Cc2ccc(S(=O)(=O)N3CCOCC3)s2)c(=O)[nH]c1=O
  17 | -8
O=c1c2[nH]c3ccccc3c2nc2n1CCS2
  -17 | 14
CC1(OC(=O)c2ccco2)C(=O)C=C2C=C(C3CC3)OC=C2C1=O (stereo not given)
  4 | -3

Part of the list above, reformatted:
SMILES	H9c2 TAG inh	H9c2 TAG inh DAPI viability
S=c1nc(C2CCCCC2)n(-c2ccccc2)[nH]1	8	-7
COC(=O)C1=C(C)Nc2nnnn2C1c1ccccc1Cl (stereo not given)	2	-1

Next section.
Screens in order: H9c2 TAG inh | H9c2 TAG inh DAPI viability
COc1ccccc1C1=NNC(=Nc2cccc(S(=O)(=O)N(C)C)c2)SC1
  15 | 4
CCNC(=O)C1CCCN(Cc2ccc(C(=O)OCC)cc2)CC1 (stereo not given)
  -5 | -5
COc1cccc(NC(=O)COC(=O)C2CCN(S(=O)(=O)c3cccs3)CC2)c1
  -2 | -2
CCOC(=O)c1ccc(S(=O)(=O)NC2CCCCCCC2)n1C
  -8 | -5
CCCNC(=O)C1(C)CCCN(Cc2ccccc2N(C)C)C1 (stereo not given)
  4 | 3
O=C(NC1(C(F)(F)F)NC(=O)N(Cc2ccccc2)C1=O)c1cccs1 (stereo not given)
  -12 | 9
CCc1nc(CN2CCN(c3cc(C(F)(F)F)ccn3)CC2)c(C)[nH]1
  -11 | 2
CC(C)CC(N)c1csc(NC(=O)Nc2ccccc2Cc2ccccc2)n1 (stereo not given)
  114* | -44*
Cc1c(N=C2NC(=O)C(CC(=O)Nc3ccccc3)S2)c(=O)n(-c2ccccc2)n1C (stereo not given)
  -2 | 1
COc1cc(OC)cc(C(=O)NC2CC3CCC(C2)N3C)c1 (stereo not given)
  2 | -6
Fc1ccc(-c2c[nH]c(=S)n2Cc2ccccc2)cc1
  -18 | 3
CCOC(=O)N1CCN(S(=O)(=O)c2cc(Br)cnc2N)CC1
  9 | 1
COC(C[C@@H](O)[C@H](C)[C@H](O)COCc1ccccc1)OC
  1 | 5
COc1ccc(C(=O)COC(=O)c2cncc(Br)c2)cc1
  0 | -9
COc1cccc(CNC(=O)CSc2cc(=O)n(C)c3ccccc23)c1
  20 | -10
Oc1ccccc1C=NN=Cc1c(O)ccc2ccccc12
  12 | 3
O=C(OCC(=O)N1CCOCC1)c1cnc(Cl)c(Cl)c1
  10 | -2
O=[n+]1c2c(n([O-])c3ccccc31)CCC2
  9 | -9
CC(NC(=O)c1ccc2nc[nH]c2c1)c1ccccc1 (stereo not given)
  12 | 15
CC1Cc2cc(/C(O)=C3\C(=O)C(=O)N(CCN(C)C)C3c3ccccc3F)ccc2O1 (stereo not given)
  9 | -8
COc1ccc(CC(=O)NNC(=S)NC(=O)c2cccnc2)cc1
  3 | -6
COC(=O)C1(Cc2cc(-c3ccccc3)no2)CCN(C(=O)OC(C)(C)C)CC1
  -18 | -3
O=C(CSc1ccc(F)cc1)NC(=O)c1ccccc1
  -15 | 6
CCOC(=O)C1CCN(C(=O)c2ccc(N3CCOCC3)c([N+](=O)[O-])c2)CC1
  10 | 3
O=c1nc(N/N=C/C=C/c2ccccc2)cn[nH]1
  64* | -20*
COc1cc(S(=O)(=O)N2CCCCCC2)c(OC)cc1Br
  10 | -26
O=C(CCNS(=O)(=O)c1cccc2nsnc12)NCc1ccccc1Cl
  -5 | -4
CC(C(=O)Nc1ccc(S(=O)(=O)N2CCOCC2)cc1)N1C(=O)C2CC=CCC2C1=O (stereo not given)
  5 | 4
CC1(O)CC2CC1C(C(=O)O)C2C(=O)O (stereo not given)
  -1 | 0
Cc1ccc(C2=N/C(=C\c3ccc(OS(=O)(=O)c4ccc(C)cc4)cc3)C(=O)O2)cc1
  0 | -8

Record cards, from the list above. Order of values: H9c2 TAG inh | H9c2 TAG inh DAPI viability
O=C(CCNS(=O)(=O)c1cccc2nsnc12)NCc1ccccc1Cl as listed: -5 | -4
Cc1c(N=C2NC(=O)C(CC(=O)Nc3ccccc3)S2)c(=O)n(-c2ccccc2)n1C (stereo not given) as listed: -2 | 1

(listing goes on)
Screens in order: H9c2 TAG inh | H9c2 TAG inh DAPI viability
Cn1c(=O)c2c(nc(N/N=C/c3ccco3)n2C)n(C)c1=O
  -10 | 14
O=C(O)c1cccc2c1-c1ccc([N+](=O)[O-])cc1C2=O
  -10 | 0
CC(=O)NC(=O)c1cnn(-c2ccccc2)c1N
  8 | -10
O=C(N/N=C/c1ccccn1)c1cccc([N+](=O)[O-])c1
  10 | -15
CCC(CC)c1nnc(NC(=O)c2cc([N+](=O)[O-])ccc2N2CCOCC2)s1
  8 | 1
COc1ccccc1N(CC(=O)NCCSc1ccccc1)S(=O)(=O)c1ccccc1
  -8 | 3
CCc1nnc(NC(=O)CSc2nnc(CNc3ccc(C)cc3)n2C)s1
  6 | -15
Nc1c(C(=O)Nc2ccccc2)sc2nc3c(c(-c4ccco4)c12)CCCC3
  14 | 6
CC[C@@H](C)[C@@H]1CN([C@@H](C)CN2CCC[C@H]2CN2C(N)=NC[C@H]2CC(C)C)C(=N)N1CCCC1CCCC1
  -12 | 31
CS(=O)(=O)Nc1ccc2c3c(cccc13)CC2
  -4 | 6
O=C(NC1CCCCC1)c1cc(S(=O)(=O)N2CCCCC2)ccc1N1CCOCC1
  2 | -10
CS(=O)(=O)N1N=C(c2cccs2)CC1c1ccc(F)cc1 (stereo not given)
  -11 | 4
Cc1[nH]c2ccc(Br)cc2c(=S)c1C/C=C/Cl
  -2 | 3
Cc1ccc(N2CCCn3c2cc(C)c(C#N)c3=O)cc1Cl
  7 | 6
COc1ccc(Cc2noc(=O)[nH]2)cc1
  -3 | 7
COC(=O)[C@H](CCSC)NC(=O)Cn1cnc(C(=O)Nc2ccc(C)c(C)c2)n1
  1 | 1
Cc1nc2ccc(NC(=O)c3ccc(S(=O)(=O)N4CCOCC4)cc3)cc2s1
  1 | 10
CCCCN(C)C(=O)c1cc2cc([N+](=O)[O-])cc(OC)c2oc1=O
  -19 | -4
Cc1cc(=O)[nH]c(Nc2c(C)n(C)n(-c3ccccc3)c2=O)n1
  11 | -4
CCOC(=O)c1ccc(N=C2SC(C(=O)NCCc3ccccc3)CC(=O)N2C)cc1 (stereo not given)
  -10 | -8
CC(C)N1C(=O)CCC1C(=O)N1CCC(Cc2ccccc2)CC1 (stereo not given)
  -1 | -7
O=C(Cc1ccc(F)cc1)Nc1c2c(nn1-c1cccc(Cl)c1)CS(=O)C2 (stereo not given)
  -10 | -1
CCOc1ccc(CCNC(=O)COc2cccc(-n3cnnn3)c2)cc1OCC
  26 | -8
CC(C)(C)c1ccc(CSc2nnc(-c3ccccn3)n2Cc2ccco2)cc1
  -7 | 12
Cc1cccc(NC(=O)CNC(=O)C23CC4CC(CC(Cl)(C4)C2)C3)n1
  -10 | -3
COc1ccc(CNC(=O)C2CC(c3ccc(C(F)(F)F)cc3)=NO2)cc1 (stereo not given)
  -31 | 1
O=C1c2nccnc2C(=O)N1c1ccc(F)cc1
  8 | -12
COC(=O)c1ccc(OC(=O)CCc2cc(OC)c(OC)c(OC)c2)cc1
  -4 | 2
CC12COC3(C(=O)Nc4nccs4)CC1CCC32C (stereo not given)
  -5 | -4
CCN1C(=O)C2(C(C(=O)c3ccc(C)o3)=C(O)C(=O)N2CCCN(C)C)c2ccccc21 (stereo not given)
  22 | -12

Quoted from the listing:
CC(C)(C)c1ccc(CSc2nnc(-c3ccccn3)n2Cc2ccco2)cc1 in H9c2 TAG inh DAPI viability shows 12
CC(=O)NC(=O)c1cnn(-c2ccccc2)c1N in H9c2 TAG inh shows 8
COc1ccccc1N(CC(=O)NCCSc1ccccc1)S(=O)(=O)c1ccccc1 in H9c2 TAG inh shows -8

More structures follow:
Screens in order: H9c2 TAG inh | H9c2 TAG inh DAPI viability
O=C(NCC(c1ccco1)N1CCCC1)c1ccc(Cl)c(S(=O)(=O)N2CCc3ccccc32)c1 (stereo not given)
  -11 | 0
CCCC(c1nnnn1CC(=O)OCC)N(Cc1cc2c(C)cc(C)cc2[nH]c1=O)C1CCCC1 (stereo not given)
  -4 | 2
Cc1nn(CC(=O)Nc2nnc(CC(=O)N3CCCC3)s2)c(=O)c2ccccc12
  2 | -12
CC(=O)Nc1ccc(Nc2c([N+](=O)[O-])c(=O)n(-c3ccccc3)c3ccccc23)cc1
  2 | -3
CCOc1ncccc1C(=O)OCC(=O)Nc1cc(C(C)(C)C)ccc1OC
  9 | 1
O=C(N/N=C\c1ccc(Sc2ccccn2)o1)c1cccc(Br)c1
  -159 | 3
O=Cc1ccc(F)c([B-](F)(F)F)c1
  15 | 2
O=C1C=C(NC(=O)Nc2ccc(Cl)c(Cl)c2)CCC1
  -7 | -7
CCn1nc(C)c(Br)c1C(=O)Sc1ccccc1Cl
  7 | -2
COCCN(C(=O)/C=C/c1ccccc1)c1c(N)n(Cc2ccccc2)c(=O)[nH]c1=O
  -2 | -1
Cc1ccccc1CC(=O)NC1CCN(C)CC1
  10 | 1
CCCn1c(NCc2cccc(OC)c2OC)nc2ccccc21
  15 | -8
N#Cc1c(-c2ccncc2)c2c([nH]c1=S)CCCC2
  9 | 0
NC(=O)CCC(=O)N1CCCC(C(=O)c2ccc(C(F)(F)F)cc2)C1 (stereo not given)
  1 | -9
CN(C)c1cc(N)c2ccccc2n1 (tested in a mixture with another compound)
  -2 | -5
c1ccc(CNc2nc(NCCc3ccncc3)c3sccc3n2)cc1
  -9 | -8
Cc1cccc(Nc2c(-c3ccc(N4CCOCC4)cc3)nc3ncccn23)c1
  -55 | -7
O=C(Nc1cc(N2CCCCC2)ncn1)c1ccc(F)cc1
  0 | 1
CS(=O)(=O)c1ccc(N2CCN(S(=O)(=O)c3cccs3)CC2)c([N+](=O)[O-])c1
  -16 | 5
Cc1ccc(NC(=O)c2ncc(Cl)c(Cl)c2Cl)cc1C
  -8 | 0
CC(C)CN(C(=O)C1CC1)C1CCS(=O)(=O)C1 (stereo not given)
  1 | 3
CCOC(=O)CNC(=O)c1cc(OC)cc(OC)c1
  7 | -1
O=C(NCCc1ccccc1)c1cccnc1
  -15 | -1
O=C(CSc1nc(O)cc(=O)n1-c1ccccc1)c1ccc(Br)cc1
  -1 | 1
COc1cc(N2C(=O)CSC23C(=O)Nc2ccccc23)cc(OC)c1OC (stereo not given)
  -14 | 3
O=C(Nc1ccc(C(=O)N2CCOCC2)cc1)c1ccccc1
  11 | -2
CC(=O)n1cc([C@@H]2C=C(C(=O)O)O[C@H](OCc3ccc(CO)cc3)C2)c2ccccc21
  -1 | 5
O=C(COC(=O)COc1ccccc1)NC12CC3CC(CC(C3)C1)C2
  3 | 1
O=C(NCc1ccc(Cl)cc1Cl)C(=O)N1CCCCC1
  15 | -10
C=CCOC(=O)c1ccc(-n2cnc(C)n2)nc1
  5 | -7
CSc1ccc(/C=C/C(=O)c2ccc(NC(=O)Cc3ccccc3)cc2)cc1
  59* | -2.2*

Structural class, the compounds so far with a cyano group
Screens in order: H9c2 TAG inh | H9c2 TAG inh DAPI viability
CC(C)Nc1nc(C#N)nc(NC(C)C)n1
  1 | -6
Cc1ccc(N2CCCn3c2cc(C)c(C#N)c3=O)cc1Cl
  7 | 6
N#Cc1c(-c2ccncc2)c2c([nH]c1=S)CCCC2
  9 | 0

The list is partial (hit frequency here may not be typical).
